Assay outcomes as filed in PubChem.
GalR3 antag = GalR3 antagonists in HEK293 cells, primary screen, cell-based, fluorescence readout; inhibition, % at 3 µM; HEK293 GalR3-CNG cAMP membrane potential fluorescence; galR3 body fused to GalR1 C-terminus; Galanin receptor type 3 (Homo sapiens), O60755; 360,000 tested, 0.44% active;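 active means inhibition above the screen-wide average plus 3 SD, cut at about 13% in these data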;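 further: forskolin and galanin both at EC90 stimulate the cells; cAMP rise reported by CNG channel membrane potential dye signal; 0% = forskolin plus galanin with DMSO and 100% = forskolin alone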
HCV NS3 hel inh = inhibitors of HCV NS3 helicase, primary screen, biochemical, Cy5 molecular beacon fluorescence | NS3 helicase DNA unwinding | inhibition, % at 10.9 µM | 290,000 tested, 0.56% active | AID 1800, 2009;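 active means inhibition above the mean of all tested compounds plus 3 SD, set per campaign, cut at about 35% in these data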;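 further: 0% = DMSO wells and 100% = thioflavine S control wells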
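Test system: hepatitis C virus NS3 helicase domain fragment enzyme. Also added: annealed dual-labelled DNA beacon duplex, ATP-started. Timing: 60 min unwinding reaction at 25 °C after ATP addition. Technique: Cy5 fluorescence. Measure: % inhibition of unwinding.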
IDE cell inh = human IDE inhibitors in live cells, primary screen, fluorescence polarization, HEK cells, FAbetaB substrate; Insulin-degrading enzyme (Homo sapiens), P14735; FAbetaB cleavage; inhibition, % at 5.59 µM; 320,000 tested, 0.41% active; AID 434962, 2010;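 active means percent inhibition above the average of all tested compounds plus 3 SD, set per screening campaign, cut at about 16% in these data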;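 further: IDE supplied by intact live HEK cells; FP after avidin binding of uncleaved biotin substrate so inhibition keeps polarization high; 0% = DMSO wells and 100% = 60 µM reference IDE inhibitor Ii1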
Target sequence (P14735 whole entry, looked up): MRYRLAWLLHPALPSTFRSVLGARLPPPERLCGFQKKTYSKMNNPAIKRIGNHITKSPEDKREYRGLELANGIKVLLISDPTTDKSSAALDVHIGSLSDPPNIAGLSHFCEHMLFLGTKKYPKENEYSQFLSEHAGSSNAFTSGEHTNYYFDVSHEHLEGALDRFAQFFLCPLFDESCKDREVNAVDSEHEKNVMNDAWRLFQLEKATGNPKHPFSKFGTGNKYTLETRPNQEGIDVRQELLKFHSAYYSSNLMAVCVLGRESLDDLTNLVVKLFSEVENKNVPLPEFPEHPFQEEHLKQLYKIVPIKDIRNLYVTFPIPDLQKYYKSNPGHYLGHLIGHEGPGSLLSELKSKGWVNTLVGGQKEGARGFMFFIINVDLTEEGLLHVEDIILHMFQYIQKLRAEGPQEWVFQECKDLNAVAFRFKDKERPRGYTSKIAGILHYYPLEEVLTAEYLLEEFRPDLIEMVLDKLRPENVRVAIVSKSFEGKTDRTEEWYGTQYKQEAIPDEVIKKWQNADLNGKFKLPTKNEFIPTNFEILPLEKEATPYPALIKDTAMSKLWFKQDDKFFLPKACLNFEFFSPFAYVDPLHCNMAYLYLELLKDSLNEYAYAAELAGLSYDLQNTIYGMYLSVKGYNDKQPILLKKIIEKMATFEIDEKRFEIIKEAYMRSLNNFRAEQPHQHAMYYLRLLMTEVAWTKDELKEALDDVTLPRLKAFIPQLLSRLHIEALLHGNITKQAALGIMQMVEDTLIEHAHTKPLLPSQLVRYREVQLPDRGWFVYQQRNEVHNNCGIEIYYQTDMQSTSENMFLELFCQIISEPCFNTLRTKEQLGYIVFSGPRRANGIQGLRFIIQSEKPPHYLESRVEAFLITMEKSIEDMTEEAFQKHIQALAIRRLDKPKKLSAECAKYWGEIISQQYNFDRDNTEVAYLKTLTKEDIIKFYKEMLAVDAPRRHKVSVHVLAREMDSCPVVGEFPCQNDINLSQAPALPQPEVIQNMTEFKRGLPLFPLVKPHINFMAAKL
UBC9 SUMO inh = inhibitors of in vitro SUMOylation cascade, primary screen, biochemical, HTRF, uHTS | SUMO-conjugating enzyme UBC9 (Homo sapiens), P63279 | HTRF SUMOylation assay, SAE1/SAE2 + UBC9 | inhibition, % at 35 µM | 290,000 tested, 0.36% active | AID 2006, 2009; in the data active means inhibition above about 50%, passing the limit was not always enough; inconclusive means no clear call, values can overlap the other calls; further: strong numbers were not always called active
VIM-2 inh = VIM-2 metallo-beta-lactamase inhibitors, primary screen, biochemical, epi-absorbance readout, Pseudomonas aeruginosa enzyme; inhibition, % at 5.6 µM; AID 1527, 2009; 290,000 tested, 0.89% active; purified VIM-2, nitrocefin hydrolysis, epi-absorbance fluorescence;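 active means inhibition above the mean of all tested compounds plus 3 SD, cutoff set per screening run, cut at about 7.5% in these data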;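 further: red hydrolysis product quenches plate fluorescence so inhibitors raise well fluorescence; 0% = enzyme with DMSO and 100% = DMSO without enzyme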
pCIP destab = p/CIP-EGFP fusion destabilizers, primary screen, fluorescence, F442A cells; 16 h; decrease of EGFP signal, % at 10 µM; 290,000 tested, 0.01% active; Q05BA5;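 active means EGFP signal decrease of at least 30% at 10 µM or well 3 SD below plate mean, unless failing retest; inactive means the rest, including hits failing retest or dose response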; further: some compounds called inactive have numbers as strong as hits; many of its hits are not listed in these tables
CRFR2-BP antag = antagonists of CRF-BP/CRF-R2 complex, primary screen, cell-based, HEK293, calcium dye fluorescence, uHTS. CRF-induced calcium fluorescence. inhibition, % at 11.8 µM. 350,000 tested, 0.59% active. AID 588475, 2011;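 active means inhibition of the ligand-induced calcium signal above about 50% at the single tested concentration, limit read from the data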
IMP-1 inhibitor = IMP-1 metallo-beta-lactamase inhibitors, primary screen, biochemical, epi-absorbance readout, Pseudomonas aeruginosa enzyme; 290,000 tested, 0.45% active; metallo-beta-lactamase IMP-1 (Pseudomonas aeruginosa); purified IMP-1, nitrocefin hydrolysis, epi-absorbance fluorescence; inhibition, % at 5.6 µM;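 active means inhibition above the mean plus 3 SD of all compounds in the same screening run, cut at about 4.5% in these data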;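 further: 0% = IMP-1 with DMSO and 100% = DMSO wells lacking enzyme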
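System: purified IMP-1 / Input: IMP-1 dispensed at 0.2 nM / Medium: 50 mM HEPES pH 7.1, 50 µM ZnSO4, 0.05% Brij 35 / Timing: 15 min enzyme–compound preincubation, then 25 min nitrocefin reaction, 25 °C / Technique: plate fluorescence quenching by hydrolysis product, ex 480/em 530 nm / Repeats: singlicate testing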
IDE cell activ = human IDE activators in live cells, primary screen, fluorescence polarization, HEK cells, FAbeta-B substrate; Insulin-degrading enzyme (Homo sapiens), P14735; FAbeta-B cleavage; 0% vehicle, 100% cell-free pure enzyme wells; activation, % at 5.96 µM; 340,000 tested, 0.073% active;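 active means activation above the mean of all tested compounds plus 3 SD, set per screening campaign, cut at about 17% in these data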
Starred values were filed as active, the others as inactive; ? = inconclusive; nt = no result given.

| smiles | GalR3 antag | HCV NS3 hel inh | IDE cell inh | UBC9 SUMO inh | VIM-2 inh | pCIP destab | CRFR2-BP antag | IMP-1 inhibitor | IDE cell activ |
| --- | --- | --- | --- | --- | --- | --- | --- | --- | --- |
| CCOc1ccc(-c2nc(CSCC(=O)NCCCN3CCCC3=O)c(C)o2)cc1 | 2 | 2 | 1 | nt | 0.3 | -5 | -11 | -0.5 | 1 |
| Cc1ccccc1OCCCC(=O)Nc1ccc(N2CCOCC2)cc1 | 7 | 3 | 2 | -2 | -0.4 | -16 | 5 | -3.8 | -3 |
| CC(C)(C)n1ncc2c(=O)n(CC(=O)N3CCCC3)cnc21 | -6 | 1 | 1 | -8 | -4.3 | 3 | 14 | -1.5 | 4 |
| O=C(CSc1ncccn1)N1CCCc2ccccc21 | -4 | 4 | 4 | -12 | -4.2 | 11 | 0 | -2.8 | 0 |
| CCOC(=O)c1cc(-c2ccccc2)sc1NC(=O)C(C)C | -5 | 0 | 0 | 3 | -0.7 | -12 | -20 | -1.7 | -1 |
| CC(C)c1nnc(SCC(=O)NC(C)(C)C)n1C | -4 | -9 | 5 | 11 | 2.4 | 3 | -21 | -0.5 | 6 |
| CC(C)Cc1nc(SCC(=O)NCC2CCCO2)c2c(=O)n(C)c(=O)n(C)c2n1 (stereo not drawn) | -3 | -6 | 1 | 1 | -0.1 | 8 | -9 | -3.4 | 4 |
| COC(=O)c1ccc(=O)c2nc3/c(=C/O)c(O)cc(=O)c3[nH]c12 | 2 | 18 | -2 | ? | 18* | -5 | 7 | 2.5 | 12 |
| Cc1nc(-c2ccc(F)cc2)c(CC(=O)Nc2cccc(S(=O)(=O)N3CCOCC3)c2)s1 | -6 | nt | -5 | nt | nt | nt | 16 | nt | -4 |
| COc1cccc(NC(=O)CN(C)C(=O)/C=C/c2cn(Cc3ccccc3)nc2-c2cccnc2)c1 | -1 | nt | 6 | nt | nt | nt | -2 | nt | 1 |
| CCN1CCCC1CNC(=O)Cn1nc(C)n2c(cc3cc(F)ccc32)c1=O (stereo not drawn) | 2 | 3 | 0 | nt | 3.0 | -5 | -4 | -0.2 | 2 |
| Nc1nnc(SCCCC(=O)c2ccccc2)s1 | -4 | -19 | 2 | -8 | 1.2 | 1 | 3 | -4.5 | 3 |
| Cc1nn(C)cc1S(=O)(=O)Nc1ccc2c(c1)OCCO2 | 0 | 0 | 4 | 8 | -0.6 | 2 | -14 | -0.5 | -1 |
| Cc1ccc(C(=O)NC(=S)Nc2cccc3nsnc23)cc1 | -5 | 0 | 3 | 28 | -1.2 | 1 | 2 | -1.2 | 0 |
| COc1ccc(NC(=O)CCl)cn1 | nt | -9 | -2 | 83* | -2.0 | -11 | nt | -1.3 | nt |
| CCN(CC)C(=O)c1sc(NC(=O)c2ccc(OC)c([N+](=O)[O-])c2)c(C#N)c1C | nt | -1 | 1 | 8 | -1.2 | -5 | nt | -1.7 | nt |
| COC(=O)c1cc(S(=O)(=O)NCCN2CCOCC2)cn1C | -5 | -2 | 0 | 0 | -3.8 | 11 | 7 | -3.7 | 5 |
| O=C(CCN1C(=O)c2ccccc2C1=O)N1CCC(c2ccccc2)C1 (stereo not drawn) | -4 | -3 | -1 | 9 | -2.7 | -1 | 5 | 0.4 | -3 |
| Cc1cc(C2=NNC(=NC3CC3)SC2)c(C)n1-c1c(C)n(C)n(-c2ccccc2)c1=O | -6 | -3 | 4 | 3 | -2.5 | 0 | -4 | -0.3 | -1 |
| CCc1c(C)sc(NC(=O)c2cccs2)c1C#N | 1 | -2 | 13 | 8 | -2.8 | -11 | -31 | -3.3 | -5 |
| O=C(CSc1nc2cc(Cl)ccc2o1)c1cccs1 | -7 | 4 | 1 | -6 | 2.2 | -2 | 3 | -0.2 | 2 |
| O=C(OCC(CO)OC(CO)n1ccc(=O)[nH]c1=O)c1ccccc1 (stereo not drawn) | -3 | 4 | -4 | 4 | -2.5 | -6 | 1 | -1.4 | -3 |
| COc1ccc(NC(=O)CN(c2ccc(C(C)C)cc2)S(=O)(=O)c2c(C)noc2C)cc1OC | 3 | -6 | 3 | -17 | -1.0 | -1 | 6 | 0.3 | 7 |
| C=CC[C@@H](CC(=O)N[C@@H](CO)Cc1ccccc1)C(=O)N[C@H](COC(=O)[C@@H](CC=C)CC(=O)OC(C)(C)C)Cc1ccccc1 | -4 | nt | -2 | nt | nt | nt | -6 | nt | 1 |
| CCCCC(CC)CNC(=O)C1CCCN(S(=O)(=O)c2cnc[nH]2)C1 (stereo not drawn) | 2 | 9 | 5 | -8 | -5.7 | 2 | 3 | -3.7 | 4 |
| Cc1cc(NC(=O)CSc2nc3c(c(=O)n2-c2ccc(Br)cc2)SCC3)no1 | -1 | 14 | 6 | 12 | -3.5 | 0 | -31 | -3.8 | 4 |
| O=C(NC(=O)N1CCCc2ccccc21)c1ccccc1 | 1 | -3 | 3 | 0 | -0.6 | 7 | -11 | -2.1 | 4 |
| COCCN1C(=O)/C(=C/c2cc3c(cc2Br)OCO3)NC1=S | -3 | 1 | 1 | -9 | -0.2 | -1 | -11 | 0.6 | 4 |
| COc1cc2oc(-c3ccc(O)cc3)cc(=O)c2c(OC)c1O | -13 | 1 | nt | -1 | 6.7 | 6 | 5 | -1.0 | 0 |
| CCn1c(SCC(=O)Nc2ccccc2Br)nnc1-c1cnccn1 | -4 | 1 | 3 | 16 | -0.8 | -10 | 3 | -1.4 | -3 |
| Cc1nc2sccn2c(=O)c1Br | 1 | 12 | 2 | 16 | -1.5 | 11 | -6 | -3.5 | -3 |
| O=C(Nc1ccc(Br)cc1F)C1CCCN(S(=O)(=O)c2cnc[nH]2)C1 (stereo not drawn) | 2 | -6 | 1 | -5 | 1.7 | 0 | -10 | -2.8 | 4 |
| COC(=O)c1cc(C(=O)c2ccc(Cl)cc2)n2c(=O)/c(=C\N(C)C)sc12 | -6 | 9 | 5 | 9 | 0.8 | -12 | 27 | -2.1 | 10 |
| O=C(c1ccccc1)N1CCCC(C(=O)N2CCCCC2)C1 (stereo not drawn) | 8 | 4 | -1 | 8 | 0.5 | -5 | -1 | -1.1 | -4 |
| Cc1ccc(S(=O)(=O)N2CCN(Cc3ccco3)CC2)c(C)c1 | -3 | -4 | -1 | -3 | 0.7 | -7 | -13 | -1.5 | 5 |
| Cc1ccc(CNC(=O)CS(=O)Cc2nc(-c3cccs3)oc2C)cc1 (stereo not drawn) | nt | 9 | 4 | 25 | -4.4 | 0 | -28 | -1.7 | 4 |
| Cc1ccc(NC(=O)CN2C(=O)C3C4C=CC(C4)C3C2=O)cc1 (stereo not drawn) | -2 | -5 | 6 | 16 | -0.3 | 0 | 11 | 1.0 | 6 |
| O=C(/C=C/c1ccccc1)NCCN1CCOCC1 | -8 | 12 | -2 | 12 | -1.6 | -27 | 0 | -2.2 | 5 |
| CCOC(=O)c1nn(-c2ccccc2C)c2nc(-c3ccc(Cl)cc3)c(C#N)c(=O)n12 | -6 | 2 | -2 | 0 | -1.4 | 10 | 22 | -4.7 | 10 |
| CCC1=NN(C(=O)c2ccc(Br)cc2)C(O)(c2ccc(C)cc2)C1 (stereo not drawn) | -4 | -1 | 0 | -11 | -5.7 | -8 | -9 | -4.0 | 1 |
| C=CC[C@@H](CC(=O)NCCO)C(=O)N[C@@H](COC(=O)[C@@H](CC=C)Cc1ccc(F)cc1)Cc1ccccc1 | -8 | nt | 3 | nt | nt | nt | -14 | nt | 6 |
| CS(=O)(=O)N(Cc1ccccc1)c1ccccc1C(=O)O | 2 | -5 | 2 | 4 | -2.7 | -2 | -6 | -3.0 | 0 |
| O=C(Cc1ccc(Br)cc1)NCCN1CCOCC1 | -10 | -1 | 2 | -4 | -2.0 | -8 | 1 | -2.2 | 2 |
| CCOC(=O)COc1cccc2c(=O)n(CC(=O)NCc3ccc(F)cc3)ccc12 | 15* | 2 | 0 | -16 | -4.3 | 7 | -15 | -3.1 | -4 |
| COC(=O)c1cc(S(=O)(=O)NCC2CCN(Cc3cc(C)ccc3C)CC2)c[nH]1 | -6 | 4 | 0 | 11 | -0.2 | -5 | 14 | 1.4 | -3 |
| CCOc1ccc(C(CC(=O)O)NC(=O)C23CC4CC(CC(C4)C2)C3)cc1OC (stereo not drawn) | -3 | -4 | 7 | 6 | 0.3 | -3 | -4 | -0.6 | 1 |
| CC(Sc1nccn1C)C(=O)Nc1ccc(C(N)=O)cc1 (stereo not drawn) | -5 | nt | -1 | nt | nt | nt | 2 | nt | 0 |
| CCc1ccc(NC(=O)[C@H](C)NC(=O)C2CCN(C(=O)[C@@H](N)CC(C)C)CC2)cc1 | -6 | -11 | 1 | 3 | -1.0 | -1 | -13 | -2.1 | 1 |
| COc1ccccc1CN1CCNC(=O)C1CC(=O)NCCCn1cccn1 (stereo not drawn) | -3 | 4 | 2 | -2 | -2.5 | -17 | -2 | -3.2 | 8 |
| Cc1cccc(NS(=O)(=O)c2cc(C(=O)NCc3ccccn3)ccc2C)c1 | -3 | -4 | nt | -3 | -4.3 | -8 | -5 | -2.4 | 3 |
| Cc1ccc(S(=O)(=O)NC(C(=O)N2CCOCCOCCOCCOCC2)C(C)C)cc1 (stereo not drawn) | -9 | 4 | 4 | -4 | -3.6 | -12 | 3 | -3.7 | 1 |
| COc1ccccc1-c1nnc(SCC(=O)N2CCOCC2)o1 | 0 | -9 | 2 | -10 | -1.6 | 3 | -3 | -0.6 | 3 |
| O=C(C1CCCCC1)N1CCC(n2nnc3ccccc32)CC1 | -7 | 6 | -1 | 10 | -5.1 | -4 | -6 | -2.9 | -3 |
| COc1ccc(/C=N/NC(=O)CNc2ccc(Br)cc2)c(C(=O)O)c1OC | -3 | -9 | 5 | -3 | -3.4 | 12 | -2 | -1.6 | 5 |
| Cn1c(CC(=O)NCCO)c(Sc2ccccc2)c2ccccc21 | -11 | -3 | 1 | 10 | -2.5 | -3 | 7 | -5.0 | 1 |
| CCCS(=O)(=O)N1CCN(Cc2ccncc2)CC1 | -4 | -6 | 4 | 6 | -0.5 | -4 | 18 | 5.1* | 0 |
| Cc1cc(NC(=O)CSc2nc3cc(Cl)ccc3o2)no1 | -8 | -4 | -5 | 26 | -1.7 | 2 | -9 | -3.2 | -1 |
